Screens as filed in PubChem.
ERK EGF block: EGF-driven ERK pathway inhibition; HEK293-V1b, EGF-stimulated phospho-ERK AlphaScreen; Potency, µM (titrated, usually from 11.5 µM), without a hit: top-dose activity change, negative = inhibition, usual class: inhibitors; 130,000 tested, 0.41% active; AID 1454; active means well fitted inhibition curve with a large enough effect; inconclusive means small, poorly fitted or top-dose-only effect, or effect the other way;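 further: plate controls were stimulated vehicle wells for no effect and unstimulated vehicle basal for full effect; nearly all actives have a fitted effect of over 55% in size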
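Concentration-response of compounds against EGF-driven ERK phosphorylation in V1b-expressing HEK293 cells; 30 min preincubation, 5 min EGF, AlphaScreen detection; Normalized to DMSO basal and 25 nM EGF.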
* = called active by the depositor; ? = inconclusive; & = joins results of further samples; [ ] = remark or other dose. Potency means the concentration at half of the fitted maximal effect.

compound,ERK EGF block
CC(C)=NNc1nc(-c2ccc(N3C(=O)CCC3=O)cc2)cs1,-3.4%[57.5 µM]
O=C(OCc1cc(Cl)ccc1OC(F)F)c1cccnc1,-5.9%
CNC(=S)Nc1ccc2nc(C)oc2c1,-1.5%
CN(Cc1cn(C)nc1-c1cccc(Cl)c1)CC1CCCCO1 (configuration not stated),-13.1%
Cc1cccc2cc(C#N)c(NCCNS(=O)(=O)c3ccccc3)nc12,5.8%
COC(=O)Nc1ccc(S(=O)(=O)Nc2ccc(O)cc2)cc1,14.0%
CCCCN(C)CCC(=O)Nc1ccc(Cl)cc1,6.6%
Cc1nccn1CCCNC(=O)CC1C(=O)NCCN1Cc1ccccc1C(F)(F)F (configuration not stated),1.8%[57.5 µM]
COc1ccccc1NC(=S)N(CCN1CCCCCC1)Cc1cccs1,-6.2%
CN(CCOc1ccc(C[C@H](Nc2ccccc2C(=O)c2ccccc2)C(=O)O)cc1)c1ccccn1,3.9%&7.5%
COc1cc(/C=N/Nc2ccc(C(F)(F)F)cn2)cc(OC)c1O,8.5%
CCCN1CCN(c2nc(-c3cccs3)nc3ccccc23)CC1,8.4%
CC(C)c1nnc(NC(=O)c2ccc(N3C(=O)CCC3=O)cc2)s1,-4.8%
COc1ccccc1CN1C(=O)c2ccccc2C1C(=O)NC1CCC(C)CC1 (configuration not stated),5.5%
Cc1ccc(-c2nnc(N3CCN(C(=O)c4cccs4)CC3)c3ccccc23)cc1,?
O=C(CSc1ncn[nH]1)Nc1nsc(-c2ccccc2)n1,4.7%
Cc1ccc(NC(=O)CSc2nnc(C)n2-c2ccccc2)cc1,1.6%
COC(=O)c1ccc(CN2CCN(CC(C)C)C(CCO)C2)cc1 (configuration not stated),-9.8%[57.5 µM]
Cc1cc(/C(N)=N/OC(=O)Nc2cccc(C(F)(F)F)c2)no1,26.2%[57.5 µM]
Cn1cnnc1-c1cccc(NS(=O)(=O)c2ccc(N3CCCC3=O)cc2)c1,-5.7%
CCOC(=O)c1ccc(NC(=O)Nc2ncc(Cl)cc2Cl)cc1,-10.7%[57.5 µM]
O=C(OCc1nc2ccccc2s1)c1ccco1,1.9%
CCOC(=O)CCn1c(=S)n(CCC(=O)OCC)c2ccccc21,-4.5%[57.5 µM]
O=C(CN(Cc1ccccc1)S(=O)(=O)c1ccc2c(c1)OCCO2)N/N=C/c1cccc(Br)c1,-0.7%
COc1ccc(Nc2nc(N)nc(CSC(=S)N3CCOCC3)n2)cc1,-16.9%
CCC(=O)N(NC1=NS(=O)(=O)c2ccccc21)S(=O)(=O)c1ccc(C)cc1,11.9%
Cc1cccc(OCc2nc(-c3cccnc3)no2)c1,1.3%
COc1ccc(-c2cc(C(F)(F)F)nc(SCCC(=O)N3CCCC3)n2)cc1,-5.7%
C=CCn1ccc2c([N+](=O)[O-])cccc2c1=O,-8.6%
COc1cc(Nc2ccccn2)cc(C(=O)Nc2cccc(C(F)(F)F)c2)c1,?

Given as labelled records: entries from further up.
Cc1cccc2cc(C#N)c(NCCNS(=O)(=O)c3ccccc3)nc12
  ERK EGF block: 5.8%

COC(=O)Nc1ccc(S(=O)(=O)Nc2ccc(O)cc2)cc1
  ERK EGF block: 14.0%

CCCCN(C)CCC(=O)Nc1ccc(Cl)cc1
  ERK EGF block: 6.6%

Further compounds follow.
compound,ERK EGF block
OC(CNCc1ccccc1)COCc1ccc(Cl)cc1 (configuration not stated),1.3%
CCN(CC)Cc1cc(O)c(CN(CC)CC)cc1O,?
COc1cc(S(=O)(=O)Nc2ccc(C(=O)NCC(=O)O)cc2)ccc1NC(C)=O,-2.9%
N#Cc1c(NC(=O)c2ccc(Br)o2)n(-c2ccccc2)c2nc3ccccc3nc12,-4.5%[57.5 µM]
CCOC(=O)c1cnc(N)nc1C(F)(F)F,4.3%
CCN1CCN(S(=O)(=O)CC2(C)C3CCC2(C)C(=O)C3Br)CC1 (configuration not stated),7.7%
CCCCC1=NN(C(=O)c2ccco2)C(O)(C(F)(F)F)C1 (configuration not stated),-3.2%
NNC(=O)COc1cccc2cccnc12,0.0%
C#CCNC(=O)/C=C/c1ccc(C)cc1,-0.5%
Cc1ccc(C(=O)N2CCN(C(=O)c3ccc(C)cc3)C2)cc1,-15.2%
COc1cccc(N/C(SCc2ccccc2C)=C(/C#N)C(=O)NCc2cccs2)c1,1.2%
CCOC(=O)Cn1c(C)c(Br)c(COC)c(C#N)c1=O,-6.8%[57.5 µM]
C=C[C@@](C)(O)CC[C@@H]1[C@@]2(C)CCCC(C)(C)[C@@H]2CC[C@@]1(C)O,-11.5%
Cc1ccc(Cl)cc1NC(=O)COC(=O)CC(C)(C)C,-1.8%
O=C(Cn1cc([N+](=O)[O-])cn1)N1CCCc2ccccc21,1.7%
Cc1cccc(N2CCN(C(=O)c3cn4ccccc4n3)CC2C)c1 (configuration not stated),-8.2%
CCOC(=O)C(C(=O)OCC)C(C)(C)/C(C)=N\Nc1ccc([N+](=O)[O-])cc1[N+](=O)[O-],?
O=C(NC1CCCCC1)C1CCCN(S(=O)(=O)c2cccc3cccnc23)C1 (configuration not stated),-1.3%[57.5 µM]
COc1ccc(C(=O)Nc2ccc(N3CCN(Cc4ccccc4)CC3)cc2)cc1,-0.7%
CCn1c(SCC(N)=O)nc2sc3c(c2c1=O)CCN(C)C3,30.4%[57.5 µM]
O=C(Cc1cccs1)Nc1ccc(-c2nnc(-c3ccco3)o2)cc1,-0.5%
O=C(CCn1c(=O)oc2ccccc21)N1CCN(c2ccccc2Cl)CC1,3.5%
Cc1ccc(NC(=S)NCCc2ccccc2)c(C)c1,8.1%
CCOCCCNC(=O)C(c1ccc(C)cc1)N(Cc1ccc2c(c1)OCO2)C(=O)CNC(C)=O (configuration not stated),0.9%
CCOC(=O)C(CC)(CCC(=O)O)c1csc(Nc2ccc(C)cc2)n1 (configuration not stated),-12.2%
S=C(NCCc1ccccc1)NC1CC2CCC(C1)N2Cc1ccccc1 (configuration not stated),0.4%
Cn1c(Cc2nc(-c3cnccn3)no2)nnc1SCC(=O)Nc1ccccc1,-1.4%[57.5 µM]
CN1CCN(C(=O)c2cnn3c(C(F)(F)F)cc(-c4cccs4)nc23)CC1,-6.2%
Cc1cc(NC(=O)CCSc2ccccc2)no1,-1.8%
Cc1cc(C(=O)O)c(C)n1Cc1ccncc1,3.6%[57.5 µM]
CC1=C(/C=C/C(C)=C/C=C/C(C)=C/C(=O)O)C(C)(C)CCC1,-5.9%&6.3%&8.3%
CCCOc1ccc(Cn2ccnc2)cc1[N+](=O)[O-],-2.4%
Cc1c(C(=O)Nc2cc(S(=O)(=O)N3CCOCC3)ccc2N2CCOCC2)oc2ccccc12,6.7%
O=C1NC(CCc2ccccc2)C(=O)N1Cc1ccccc1Cl (configuration not stated),-0.7%
Cn1c(N)c(C(=O)Nc2ccc(-c3ccccc3)cc2)sc1=S,29.7%[57.5 µM]
O=C(Nc1ccc(-n2ccc(C(F)(F)F)n2)cc1)Nc1cccc(Cl)c1,29.7%[57.5 µM]
Cc1cc(-c2cc(-c3ccc(Cl)cc3)on2)nc(NCC2CC2)n1,?
Cc1[nH]c2ccccc2c1/C=N/NC(=O)C1CC1(c1ccccc1)c1ccccc1 (configuration not stated),2.4%
Cc1ccc(C(=O)NCC(=O)OC(C)C(=O)Nc2ccc(N(C)C)cc2)s1 (configuration not stated),-3.4%
Cc1cc(=O)n2c3ccccc3n(CC(O)CN3CCN(Cc4ccccc4)CC3)c2c1C#N (configuration not stated),-9.2%[57.5 µM]
COc1ccc(S(=O)(=O)NNC(=O)c2ccc(-n3c(C)ccc3C)cc2)cc1,7.0%[57.5 µM]
Cn1ccnc1SCC(=O)Nc1ccc(F)c([N+](=O)[O-])c1,-0.3%[57.5 µM]
O=c1[nH]c2ccccc2nc1-c1ccccc1,-1.7%[57.5 µM]
Cn1c(=O)c2c(-c3ccccc3F)c3c(nc2n(C)c1=O)-c1ccccc1C3O (configuration not stated),-8.7%
Cc1ccc(NS(=O)(=O)N(C)C)cc1,-6.1%
COc1ccc(C2CC(=O)C3=C(C2)Nc2ccccc2NC3c2coc3ccccc3c2=O)cc1OC (configuration not stated),5.1%
O=C(Cc1n[nH]c(=O)[nH]c1=O)N/N=C/c1c(O)ccc2ccccc12,0.8%
CC(C)C[C@@H](CC(=O)N[C@@H](CCC(=O)O)CC(=O)O)NC(=O)[C@@H]1CCCC[C@H]1NC(=O)C[C@H](CCCN)NC(=O)C[C@H](Cc1c[nH]c2ccccc12)NC(=O)[C@@H]1CCCC[C@H]1N,-3.8%
O=C(NCCc1ccccn1)c1cc(-c2ccc(Cl)cc2)nc2ccccc12,2.5%
Cc1nn2cc(-c3ncc(C(F)(F)F)cc3Cl)cnc2c1Br,3.6%
CCN(C(=O)COC(=O)c1c(C)nn(-c2ccccc2)c1C)C1CCS(=O)(=O)C1 (configuration not stated),-8.1%[57.5 µM]
CCCOc1cc(C)c(S(=O)(=O)N2CCOCC2)cc1C,8.1%
CCNC(=O)NC(=O)C(C)OC(=O)c1oc2ccccc2c1CSC1CCCCC1 (configuration not stated),17.4%
Cc1cccc(NC(=O)CSc2nc(N)c(NC(=O)c3cccs3)c(=O)[nH]2)c1,1.3%
O=C(Nc1ccc(F)cc1)Nc1nnc(-c2ccco2)s1,-1.5%
Brc1ccc(-c2nn[nH]n2)cc1,-8.5%[57.5 µM]
CC(C)(C)NC(=O)Nc1cccc(Cl)c1Cl,?
NS(=O)(=O)c1ccc(NC(=O)/C=C/c2ccccc2[N+](=O)[O-])cc1,0.7%
COc1cc(OC)cc(-n2nnnc2SCC(=O)NCc2cccs2)c1,9.1%
COc1ccc(C(=O)Nc2ccc(SC(F)F)cc2)cc1,-3.5%

Look-ups from the entries so far.
In ERK EGF block, `Cn1c(=O)c2c(-c3ccccc3F)c3c(nc2n(C)c1=O)-c1ccccc1C3O` (configuration not stated) has the entry -8.7%
In ERK EGF block, `CCNC(=O)NC(=O)C(C)OC(=O)c1oc2ccccc2c1CSC1CCCCC1` (configuration not stated) has the entry 17.4%

Further compounds.
compound,ERK EGF block
O=C(c1cc2ccccc2o1)N1CCC(N2CCC(C(=O)N3CCCC3)CC2)CC1,-1.7%
O=C(CSc1nnnn1-c1ccc(Cl)cc1)Nc1cccnc1Cl,5.9%
COc1cccc(NC(=O)CN(C)CC(=O)Nc2ccc(C)cc2Cl)c1,2.5%
O=Cc1ccc(-c2cccc([N+](=O)[O-])c2)o1,-6.2%[57.5 µM]
CCN1CCCC1CNCC(O)COc1ccc(C(C)(C)C)cc1C (configuration not stated),-2.2%
Cc1c(C(=O)N/N=C/C(C)C)[nH]c2ccc([N+](=O)[O-])cc12,-7.0%
CCC(C)(C)NC(=O)C(c1ccccn1)N(C(=O)c1csnn1)c1ccc(C)c(C)c1 (configuration not stated),-7.9%
Cc1cccc(C(=O)N2CCC(c3nc4ccccc4s3)CC2)c1,-14.7%
Clc1ccc(-c2c[n+](Cc3cccc(Cl)c3)c3n2CCC3)cc1,-1.2%
COc1cc(C(=O)NCCc2nc3ccccc3n2C)cc(OC)c1OC,7.2%
CC(C(=O)N1CCCc2ccccc21)N1CCN(c2ccccn2)CC1 (configuration not stated),-0.8%
O=C(NCc1ccc2c(c1)OCO2)c1cc2c(s1)CSC2,-1.5%
COc1ccc(C(=O)NCCCN2CCOCC2)cc1S(=O)(=O)N1CCCc2ccccc21,-9.0%
Cc1oc(-c2cccc3ccccc23)nc1CN1CCC[C@H]1CO,-10.4%
Cc1ccc2nc(NCc3ccc(F)cc3)c3nncn3c2c1,-6.0%[57.5 µM]
Cc1cc(C)n2c(SCC(=O)Nc3cc(C)on3)nnc2n1,0.5%
CCN(CC)S(=O)(=O)c1ccc(C)c(NC(=S)NC2CCCCC2)c1,-31.7%[57.5 µM]
COC(=O)CN1C(=S)N(C)C(=O)/C1=C/c1cccs1,-13.8%
CC(C)[C@@H](CC(=O)N[C@@H]1CCCC[C@H]1C(=O)N[C@H](CC(=O)N[C@@H](CCC(=O)O)CC(=O)O)Cc1c[nH]c2ccccc12)NC(=O)C[C@H](Cc1ccccc1)NC(=O)[C@@H]1CNCC[C@H]1N,4.0%
COc1ccc(CCNC(=S)NC(=O)c2ccccc2)cc1C,3.3%[57.5 µM]
Cc1cccc(-n2cnc(C(=O)NNC(=S)Nc3ccccc3)c2)n1,2.3%
CCOC(=O)c1sc(Nc2nc(OC)cc(OC)n2)nc1C,-21.3%[57.5 µM]
CCCCCCNCC1OCc2ccccc2CO1,-3.6%
CCCCC(=NCCc1c(C)[nH]c2ccc(OC)cc12)C1=C(O)CC(c2ccccc2)CC1=O (configuration not stated),1.9%
COc1ccc(C(=O)NC(=S)N2CCN(c3ccc([N+](=O)[O-])cc3)CC2)cc1,2.8%
CCS(=O)(=O)c1ccc(O)c(NC(=O)/C=C/c2ccccc2)c1,-3.6%
COc1cc(OC)cc(C(=O)NC(=S)Nc2ccc(NC(=O)c3ccco3)cc2)c1,6.2%
C=C(C(C)=O)C(O)c1cccc(OC)c1 (configuration not stated),-1.2%
COc1ccc(Br)cc1S(=O)(=O)n1ccnc1,5.9%

An excerpt; count on the stated rates, not on these rows.
